High-throughput results from PubChem BioAssay.
Runt-CBFb FRET = blocks binding of human RUNX1 Runt domain to CBFb | AID 1496 | inhibition, % at 20 µM | Cerulean-Runt/Venus-CBFb FRET ratio 530/480, 1 h | 220,000 compounds, 0.46% hits | Q01196+Q13951;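 active = inhibition over about 50% at 20 µM in the single-dose screen, limit read from the data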;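 note: 0% = DMSO wells and 100% = excess unlabeled CBFb competitor control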
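test system = Cerulean-Runt domain fusion protein, energy donor | probe or stimulus = Venus-CBFb binding partner, 100 nM | incubation = two 1 h room-temperature incubations shielded from light | detection = fluorescence energy transfer, 422 nm excitation, 530/480 nm emission | measure = loss of energy transfer signal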
EP2 antag = inhibitors of human EP2 prostaglandin E2 receptor. C6 glioma cells expressing human EP2, cAMP TR-FRET; cells stimulated with saturating PGE2. AID 1422. P43116. 260,000 compounds, 0.52% hits. inhibition, % at 25 µM;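 active = percent inhibition above 40 after rounding to a whole number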;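 note: rat C6 glioma host cells with rolipram phosphodiesterase inhibitor present; the protocol text gives 20 µM as final concentration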
L929 necroptosis = L929 zVAD cell death inhibition. 220,000 compounds, 0.38% hits. L929 zVAD necroptosis rescue, ATP luminescence, 24 h; with zVAD 60 µM. viability rescue, % at 10 µM;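 active = activation, scaled between plate controls, above about 75%, limit read from the data; inactive = activation under that limit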;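 note: 0% = zVAD with DMSO and 100% = DMSO alone without zVAD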
RBBP9 inhibitor = inhibitors of human serine hydrolase RBBP9; O75884; recombinant RBBP9, FP-Rh probe fluorescence polarization; inhibition, % at 7.94 µM; 220,000 compounds, 0.2% hits; AID 1515;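 active = inhibition above the campaign mean of all tested compounds plus 3 SD, cut at about 14% in these data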;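 note: plate controls were DMSO wells with RBBP9 for no effect and wells lacking RBBP9 protein for full effect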
Target sequence (O75884 whole entry, looked up): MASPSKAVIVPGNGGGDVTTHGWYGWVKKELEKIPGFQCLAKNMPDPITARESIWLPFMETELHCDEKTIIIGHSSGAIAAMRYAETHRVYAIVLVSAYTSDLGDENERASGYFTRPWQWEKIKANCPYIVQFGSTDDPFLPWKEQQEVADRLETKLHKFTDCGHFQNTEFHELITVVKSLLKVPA
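Test system – recombinant human RBBP9 · Input – RBBP9 2.5 µM in dispensing solution, pre-mixing · Medium – Tris buffer pH 8.0, NaCl, Pluronic · Schedule – preincubation 30 min plus labeling 45 min at 25 °C · Measured by – fluorescence polarization · Measure – % inhibition · Controls – DMSO and no-protein wells · Replicates – one well per compound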
Runt-SMMHC FRET = inhibitors of human RUNX1 Runt domain binding to CBFb-SMMHC. Q01196+Q13951. Cerulean-Runt/Venus-CBFb-SMMHC FRET ratio 530/480, 1 h. inhibition, % at 20 µM. 220,000 compounds, 0.74% hits. AID 1434;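 active = mean inhibition across duplicate retests at 20 µM reaching about 50%, limit read from the data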;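 note: 0% = DMSO wells and 100% = wells with excess untagged CBFb-SMMHC; inhibitors lower the FRET ratio by blocking Runt binding to CBFb-SMMHC; some results filed as inactive read as strong as hits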
Hck-Nef inh = inhibitors of human Hck kinase activated by Nef. inhibition, % at 20 µM. 220,000 compounds, 0.68% hits. Recombinant Hck-YEEI plus Nef, Z-Lyte FRET kinase assay. AID 463187;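 active = Hck-Nef kinase inhibition above about 50%, limit read from the data; inactive = inhibition below that limit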;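 note: 0% = DMSO with Hck plus Nef and 100% = Hck alone without Nef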
Target sequence (P08631 whole entry, looked up): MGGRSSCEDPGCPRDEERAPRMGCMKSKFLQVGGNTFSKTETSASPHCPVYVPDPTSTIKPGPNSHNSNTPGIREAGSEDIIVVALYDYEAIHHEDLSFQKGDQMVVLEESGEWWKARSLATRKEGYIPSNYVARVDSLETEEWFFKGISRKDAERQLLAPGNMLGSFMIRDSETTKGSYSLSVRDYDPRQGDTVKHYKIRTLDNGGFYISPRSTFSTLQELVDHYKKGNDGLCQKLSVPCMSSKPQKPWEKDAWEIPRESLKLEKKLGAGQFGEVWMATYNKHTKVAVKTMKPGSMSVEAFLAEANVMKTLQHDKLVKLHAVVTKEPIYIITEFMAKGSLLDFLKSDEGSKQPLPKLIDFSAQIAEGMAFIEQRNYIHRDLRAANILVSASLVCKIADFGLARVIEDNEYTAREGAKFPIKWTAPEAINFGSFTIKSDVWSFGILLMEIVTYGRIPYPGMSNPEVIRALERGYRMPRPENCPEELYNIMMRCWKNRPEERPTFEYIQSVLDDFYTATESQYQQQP
EP2 modulator = modulators of human EP2 prostaglandin E2 receptor. EP2-expressing cells, cAMP HTRF FRET, PGE2 co-stimulation. induction, % at 25 µM. 260,000 compounds, 0.83% hits;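 active = compounds whose cAMP rise, as percent of the full-agonist control response, exceeds 60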;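 note: rat C6 glioma line stably carrying human EP2 under a CMV promoter; the protocol text gives 20 µM as final concentration; 100% = response of wells given 1 µM PGE2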
PERK inhibitor = inhibitors of human PERK kinase; Q9NZJ5; CHO PERK-DD fusion, SEAP luminescence translation reporter; 220,000 compounds, 0.17% hits; AID 1416; inhibition, % at 5.6 µM;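 active = inhibition above the mean inhibition of all tested compounds plus 3 SD, set separately per screening campaign, cut at about 2.9% in these data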;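 note: PERK kinase domain activated by AP20187 dimerizer at 100 nM; 0% = DMSO with dimerizer and 100% = rapamycin at 8.4 µM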
TNF necrop inh = TNF-alpha cell death inhibition in Jurkat FADD-/- cells | activation (protection from cell death), % at 10 µM | 220,000 compounds, 0.068% hits | Jurkat FADD-/- TNF necroptosis rescue, ATP luminescence, 24 h; 0 = TNF only, 100 = no-TNF cells;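 active = activation, meaning protection from cell death, of at least 50% relative to plate controls; inactive = activation below 50%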;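 note: necroptosis triggered by 40 ng/mL TNF-alpha added together with compound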
* = called active by the depositor; . = no result given; & = joins results of further samples. Some of the compounds tested (hit frequency here may not be typical).

compound	Runt-CBFb FRET	EP2 antag	L929 necroptosis	RBBP9 inhibitor	Runt-SMMHC FRET	Hck-Nef inh	EP2 modulator	PERK inhibitor	TNF necrop inh
S=C(NN=C1CCN(Cc2ccccc2)CC1)NC1CCCCC1	2	1	0.6	-5	20	23	-13	0.9	-0.3
COc1ccccc1NC(=O)CCN1CCN(C)CC1	2	10	-0.1	-7	-1	10	-1	-1.1	0.9
O=C1SC(SCc2ccccc2)=N/C1=C\c1ccco1	12	4	0.6	0	0	5	53	1.1	-2.7
Clc1ncccc1-c1nc2ccccc2n1Cc1ccccc1	.	6	-0.1	6	2	1	10	0.6	-4.0
CSc1nc2c(c(=O)n1-c1ccc(C)cc1)SCC2	-1	11	-0.3	-8	-4	-7	14	-0.6	0.1
CCCc1cc(C(N)=O)c(NC(=O)c2ccco2)s1	3	9	0.4	-3	3	2	21	-0.6	-0.8
CCCn1nnc(NC(=O)c2ccc(-c3cc(Cl)ccc3Cl)o2)n1	0	16	2.2	2	-2	-6	-17	0.1	1.8
CCC(=O)Nc1ccc(Cl)c(NC(=O)c2ccccc2OC)c1	3	6	2.8	3	2	-6	-25	1.0	0.1
COc1ccc(N2CCN(C(=O)CSc3nc4[nH]ncc4c(=O)n3-c3ccc(Br)cc3)CC2)cc1	-5	7	-1.0	-5	-5	24	3	0.3	1.3
Cc1ccc(-c2n[nH]c3c2C(c2ccccc2)N(c2ccc(C(=O)O)cc2)C3=O)cc1 (stereo not drawn)	-2	8	0.9	-1	2	24	33	2.5	0.6
COC(=O)c1c(NC(=O)CSc2n[nH]c(N)n2)sc(C)c1C	0	8	-0.3	-9	-4	0	2	0.9	-2.0
O=C(CSc1nnnn1-c1ccc(F)cc1)NCc1cccs1	2	19&5	0.0	2	0	22	-17&8	0.9	0.4
Cc1cnc(CN(C)Cc2nc(Cc3cccc(C(F)(F)F)c3)no2)[nH]1	-3	12	-3.3	-26	0	10	-56	0.3	1.2
O=C1CC(/C=C/c2ccccc2)=Nc2ccccc2N1	-1	4	0.3	-5	0	31	-47	0.5	2.5
Cc1c(NS(=O)(=O)c2cccc(C(=O)OCC(=O)N(C)C3CCCCC3)c2)c(=O)n(-c2ccccc2)n1C	0	4	-0.3	-5	1	17	8	0.5	0.8
COCCCn1c(-c2ccccc2Cl)n[nH]c1=S	2	0	0.6	-6	10	-8	17	-0.3	0.5
Cc1cc(C)nc(SCC(=O)Nc2cc(C)on2)n1	0	5	0.6	3	-2	7	29	1.0	1.0
COc1ccc2[nH]c3c(C)c4ccncc4c(C)c3c2c1	11	87*	55	6	22	-4	-46	-1.2	-31
NC(=O)c1ncc(C(F)(F)F)cc1Oc1cccc(F)c1	0	8	1.5	3	1	0	16	-0.2	-0.2
COC(=O)c1c(C(=O)OC)c(-c2ccc(C)cc2)n2c1CS(=O)C2 (stereo not drawn)	0	6	-0.9	-14	1	-1	11	-0.2	0.5
CCOc1ccc(C(=O)NCc2ccncc2)cc1OCC	-2	18	0.2	-1	-2	0	12	1.3	-1.6
Cn1cc(CNCc2ccc(-n3cccn3)cc2)c(-c2ccccc2F)n1	0	-1	-1.6	4	2	15	-67	-0.6	0.5
N/C(=N\OC(=O)CCC1CCCCC1)c1ccc([N+](=O)[O-])cc1	-3	.	-0.3	-9	0	1	23	1.3	-3.7
O=C(c1cccc(S(=O)(=O)N2CCCC2)c1)N(Cc1ccco1)C1CCS(=O)(=O)C1 (stereo not drawn)	-1	2	0.3	-8	-4	25	13	0.3	2.2
O=C(/C=C/c1ccc(Cl)cc1Cl)N(Cc1ccccc1)C1CCS(=O)(=O)C1 (stereo not drawn)	-10	4	0.1	1	3	2	33	0.5	2.8
CC(C)(C)NC(=O)COC(=O)CCC(=O)c1cccs1	-1	11	1.5	-4	-3	6	-16	0.4	-0.3
O=C(Nc1ccc(S(=O)(=O)N2CCOCC2)cc1)c1ccc2ncsc2c1	9	6	-0.4	-11	2	12	-14	1.0	-1.3
CCc1ccc(S(=O)(=O)NCCc2cn3ccccc3n2)s1	-1	15	-0.6	-8	4	0	-1	-1.5	-2.3
O=C(Nc1nc(-c2cccs2)c(C(=O)C(F)(F)F)s1)c1ccccc1	0	.	-0.8	-15	0	-9	1	0.2	-1.2
Cc1ccc(S(=O)(=O)NCCC(=O)OCC(=O)NC(=O)c2cccn2C)cc1	-1	5	0.3	3	2	24	-6	1.2	5.5
COc1ccccc1C(=O)Nc1ccc(OCc2nnc3c4ccccc4c(C)nn23)cc1	-4	10	3.2	-2	-12	3	-4	0.1	1.5
CSc1nc2ccccc2n1Cc1cccc([N+](=O)[O-])c1	-2	6	1.6	1	-7	4	12	-0.4	1.9
O=C(CCc1ccccc1)Nc1nc2nc(-c3ccccc3)cc(=O)n2[nH]1	-3	10	0.8	-9	4	10	45	0.5	-0.6
CCN(CC)c1ccc(NC(=O)Nc2ccccc2C(F)(F)F)cc1	44	19	0.4	-1	4	1	4	-0.1	-2.3
Cc1ccccc1-n1nc(C(=O)O)c(C)c(C#N)c1=O	-1	13	1.1	-3	6	-6	-21	-0.7	2.1
O=C(CCc1nc2ccccc2c(=O)[nH]1)OCC(=O)N1CCc2ccccc21	2	7	6.0	-11	-1	12	-4	-1.0	0.4
CC1(C)CC(NCc2ccncc2)CC(C)(C)N1	0	3	3.0	0	3	16	-7	1.4	0.2
CCN1CCCC1CN(Cc1cc2cc(OC)ccc2[nH]c1=O)C(=O)NCc1ccccc1 (stereo not drawn)	-2	6	0.3	-2	-20	1	-16	0.9	0.8
CCOC(=O)c1c(C)[nH]c(C2=NNC(=Nc3ccc(OCC)cc3)SC2)c1C	15	1	0.7	7	11	6	-79	-0.7	1.7
C=CCn1c(C)cc(C(=O)Cn2c(C(C)O)nc3ccccc32)c1C (stereo not drawn)	-1	6	-0.5	-7	-1	4	-28	0.2	-1.4
Cc1ccc(S(=O)(=O)N(C)C)cc1NC(=O)c1cncc(Br)c1	0	8	6.8	-6	-3	2	-6	-0.5	0.8
CN(C)C(=O)c1cc2cc([N+](=O)[O-])ccc2s1	0	8	0.2	-5	-1	2	-9	1.5	-3.4
CN(C(=O)c1ccc2c(=O)n3c(nc2c1)CCCCC3)c1ccccc1Cl	0	3	-0.3	-6	-2	14	-3	-1.6	-0.1
Cc1cc(C)cc(NC(=O)Nc2ccccc2N2CCCCC2)c1	-1	13	1.1	-2	2	8	-12	0.2	4.4
O=C(Nc1cnc2ccccc2c1)N1CCOCC1	-1	14	0.4	4	0	1	21	1.1	-2.0
COc1ccc(Cl)cc1C(=O)NCCc1ccc(S(=O)(=O)NC(=O)NC2CCCCC2)cc1	-3	12&11&7	4.0	-6	-1	-4	34&24&28	0.1	2.8
CCOC(=O)C(=O)Nc1cccc(C(=O)OCC)c1	0	7	0.6	-6	1	1	-2	-0.3	-0.1
CCOP(=O)(OCC)C(Nc1cc(Cl)cc(Cl)c1)c1cccc(O)c1 (stereo not drawn)	-2	2	-0.3	-5	1	6	55	1.3	-2.1
CCOC(=O)Cc1csc(NC(=O)CSc2nnnn2-c2ccc(C)cc2C)n1	-4	22&14	.	-7	1	-10	-56&-37	0.6	-0.7
Nc1ccccc1Nc1cc(-c2ccccc2)nn1-c1ccccc1	0	4	-0.1	2	-9	1	18	-0.5	0.9
COc1ccc(C2NC(=O)NC(C)=C2C(=O)Nc2cc(C)ccc2C)cc1OC (stereo not drawn)	-2	10	1.6	2	4	-21	23	0.3	1.6
COc1ccccc1-n1c(=S)[nH]c2c(sc(=S)n2-c2ccccc2)c1=O	-2	11	22	-10	0	22	24	1.2	0.0
O=C(NCc1cccnc1)C(=O)NCC1OCCN1S(=O)(=O)c1ccccc1 (stereo not drawn)	0	12	.	-8	1	-4	7	-0.1	0.2
COC(=O)c1ccc(NC(=O)CCS(=O)(=O)c2ccc(Br)s2)cc1	-1	2	0.8	-4	1	-1	-30	-0.9	0.6
NC(=O)C1CCN(CC(=O)Nc2ccccc2N2CCOCC2)CC1	1	9	-0.1	-4	-1	16	2	-1.0	0.3
O=C(c1ccc2c(c1)OCO2)N(c1ccccc1)C1C=CS(=O)(=O)C1 (stereo not drawn)	0	15	0.0	-3	0	-1	0	1.1	-0.9
Cn1cc(C(=O)c2cccc(Cl)c2)cc1C#N	1	7	2.2	-8	2	1	0	-0.6	-0.9
CCNC(=S)NNC(=O)c1cc(-c2cccc(OCC)c2)nc2ccccc12	-2	7	0.8	-5	0	2	-54	-1.2	-0.2
Cc1ccc(NC(=O)CO/N=C/c2ccccc2C)c(C)c1	-2	5	-1.3	1	-2	22	-15	0.2	-1.0
